FLuc inh – Firefly luciferase inhibition profiling of diverse chemical library using quantitative high-throughput screening; hit rate 2.5% among 76,000; Luciferin 4-monooxygenase (Photinus pyralis), P08659; purified P. pyralis luciferase, luminescence, biochemical; AID 1347043, 2019; Potency, µM (highest dose often 115 µM), inactives show at the top dose activity change, negative = inhibition, actives largely listed as inhibitors; also: potency is read from the fitted curve at half-maximal effect; nearly all actives have a fitted effect of over 65% in size
Target sequence (P08659 whole entry, looked up): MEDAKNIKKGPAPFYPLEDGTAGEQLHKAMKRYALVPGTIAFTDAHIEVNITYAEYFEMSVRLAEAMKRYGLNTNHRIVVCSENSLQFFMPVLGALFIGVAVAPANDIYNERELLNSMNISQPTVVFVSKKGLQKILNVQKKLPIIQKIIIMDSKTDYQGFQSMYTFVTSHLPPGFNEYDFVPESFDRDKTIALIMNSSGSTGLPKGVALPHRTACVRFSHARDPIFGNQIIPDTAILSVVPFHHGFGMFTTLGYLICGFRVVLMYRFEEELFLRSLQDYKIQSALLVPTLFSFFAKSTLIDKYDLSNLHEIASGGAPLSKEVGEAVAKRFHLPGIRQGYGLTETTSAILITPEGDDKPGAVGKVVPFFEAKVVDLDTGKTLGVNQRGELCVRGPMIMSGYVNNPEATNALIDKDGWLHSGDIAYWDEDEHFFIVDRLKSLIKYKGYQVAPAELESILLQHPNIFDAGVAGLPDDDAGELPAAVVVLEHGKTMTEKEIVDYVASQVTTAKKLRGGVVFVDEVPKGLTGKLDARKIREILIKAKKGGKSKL
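Luminescence read by CCD imaging after purified firefly luciferase (10nM final) was added to substrate buffer holding 10uM D-luciferin and 10uM ATP, pH 7.5, pre-dosed with compound.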
IP6K1 inhibitor – Primary qHTS assay for small molecule inhibitors of Inositol hexaphosphate kinase 1 (IP6K1). hit rate 0.81% among 140,000. AID 1645851, 2021. IP6K1 kinase, ADP-Glo luminescence, 2 h; active compounds read low. Inositol hexakisphosphate kinase 1 (Homo sapiens), Q92551. activity change, % (series mostly up to about 58 µM); in the data active = activity change below about -25%
Target sequence (Q92551 whole entry, looked up): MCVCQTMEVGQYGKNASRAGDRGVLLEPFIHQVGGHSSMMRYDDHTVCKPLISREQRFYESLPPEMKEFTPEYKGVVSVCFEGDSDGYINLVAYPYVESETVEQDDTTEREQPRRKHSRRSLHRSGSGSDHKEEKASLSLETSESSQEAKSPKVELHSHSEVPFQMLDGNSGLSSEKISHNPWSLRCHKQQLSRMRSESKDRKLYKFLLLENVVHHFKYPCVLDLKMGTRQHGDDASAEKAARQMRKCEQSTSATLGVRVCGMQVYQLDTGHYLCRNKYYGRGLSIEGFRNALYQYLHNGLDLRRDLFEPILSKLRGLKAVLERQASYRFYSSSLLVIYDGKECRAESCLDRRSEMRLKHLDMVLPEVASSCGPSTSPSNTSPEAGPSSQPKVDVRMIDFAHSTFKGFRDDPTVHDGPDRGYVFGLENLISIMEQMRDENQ
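ADP-Glo luminescence measures ADP made by human IP6K1 during a 2 h RT reaction with ATP/IP6 (mix at 1.3 mM/130 uM); top library doses 57.5 and 19.1 uM final.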
GPT2 inhibitor – Primary qHTS assay for inhibitors of Glutamate pyruvate transaminase 2 (GPT2); Alanine aminotransferase 2 (Homo sapiens), Q8TD30; Recombinant GPT2, coupled pyruvate oxidase/HRP Amplex Red fluorescence; Potency, µM (top dose mostly 57.7 µM), without a hit: top-dose activity change, negative = inhibition, most hits filed as inhibitors; hit rate 0.25% among 100,000; also: potency is read from the fitted curve at half-maximal effect; nearly all actives have a fitted effect of over 60% in size; many of its hits are not listed in these tables
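Recombinant GPT2 (10ng/uL) with 250uM a-KG and 2mM L-alanine, 30 min at room temperature, in HEPES pH 7.5 buffer. Pyruvate detected by pyruvate oxidase/HRP/Amplex Red fluorescence after 30 min in the dark; AOA (50uM) as positive control.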
3T3 cytotox – Cytotoxic Profiling in NIH 3T3 Cell Line of Diverse Libraries Using Quantitative High-Throughput Screening | NIH 3T3 viability, CellTiter-Glo ATP luminescence, 48-72 h | Potency, µM (highest dose often 96.7 µM), for inactives: top-dose activity change, negative = cytotoxicity, hits mostly inhibitors | hit rate 4.3% among 94,000; also: potency is read from the fitted curve at half-maximal effect; nearly all actives have a fitted effect of over 55% in size
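Cytotoxicity was measured by CellTiter-Glo ATP luminescence after 48 or 72 h compound exposure at 37 °C. Mouse NIH 3T3 fibroblasts were seeded at 400 cells/well and dosed by 23 nL pin transfer.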
SNCA viab count – GF-AFC viability counterscreen for inhibitors of alpha-synuclein gene (SNCA) expression; HEK-293-SNCA-luc viability, GF-AFC fluorescence, 24 h; Potency, µM (top dose mostly 57.1 µM), for inactives: top-dose activity change, negative = cytotoxicity, hits mostly cytotoxic; hit rate 0.12% among 150,000; AID 1671193, 2021;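 also: potency is read from the fitted curve at half-maximal effect; 0% = DMSO-treated cells and -100% = medium-only wells without cells; nearly all actives have a fitted effect of over 30% in size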
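HEK-293-SNCA-luc cells (1500/well) plated 24 h, then exposed 24 h to a dilution series; GF-AFC added 30 min at 37C, fluorescence 405/540 nm; normalised to medium-only and DMSO wells, Hill fit.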
HEK cytotox – Cytotoxic Profiling in HEK 293 Cell Line of Diverse Libraries Using Quantitative High-Throughput Screening. HEK 293 viability, ATP luminescence (CellTiter-Glo), 48-72 h. AID 1345083, 2018. hit rate 6.6% among 94,000. Potency, µM (doses to about 115 µM), for the others: at the top dose activity change, negative = cytotoxicity, usual class: inhibitors; also: potency is read from the fitted curve at half-maximal effect; nearly all actives have a fitted effect of over 60% in size
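Read-out: CellTiter-Glo ATP luminescence. Cells: HEK 293, 250 cells/well. Exposure: 48 or 72 hr, 37 degree Celsius.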
SNCA expr inh – Primary qHTS assay for inhibitors of alpha-synuclein gene (SNCA) expression; HEK-293 SNCA-luciferase knock-in, luminescence, 24 h; Potency, µM (doses to about 57.2 µM), for inactives: at the highest dose activity change, negative = inhibition, most hits filed as inhibitors; hit rate 0.17% among 140,000; AID 1671194, 2021;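 also: potency is read from the fitted curve at half-maximal effect; plate controls were DMSO cells for no effect and cell-free wells for full effect; nearly all actives have a fitted effect of over 45% in size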
An asterisk follows results filed as active; i = inactive; ? = inconclusive; · = not tested or not shown; [ ] = another dose, or the depositor's remark. Unless noted, calls follow the shape of the dose curve; as a rule, active = well fitted curve in the direction sought with a large enough effect; inconclusive = small, poorly fitted or top-dose-only effect, or another doubt; inactive = no such curve, though single readings can be large; an effect the other way counts as inactive or inconclusive. Unless noted, % is scaled to controls: 0 for no effect and ±100 for the full control effect. Some of the compounds tested; the hit share may differ from the screen's.

SMILES | FLuc inh | IP6K1 inhibitor | GPT2 inhibitor | 3T3 cytotox | SNCA viab count | HEK cytotox | SNCA expr inh
Cc1cc(N2CCN(c3ccccc3F)CC2)n2cnnc2n1 | · | -13 | · | · | -1% | · | -8%
CN1CC(C(=O)N2CCc3c(nc(-c4ccncc4)nc3N(C)C)C2)CC1=O (configuration not stated) | 4% | 2 | 4%[11.5 µM] | -3% | -4% | -5% | 5%
COC[C@@H]1CN(C(=O)c2cc(C)cc(C)c2)C[C@H]1C(N)=O | 6% | 0 | i | 0% | 11% | -5% | 20%
CCCc1nc(C(=O)NC(c2ccc(OC)nc2)C2CC(O)C2)cs1 (configuration not stated) | -4% | -12 | 0% | 2% | -5% | -4% | 6%
COc1ccccc1OCC(=O)N1CCC(c2nc3ccccc3o2)CC1 | · | 1 | · | · | 9% | · | -9%
CC1(C)C(=O)N(Cc2ccccc2F)[C@H]2CN(C3CCOCC3)C[C@H]2[S+]1(=O)[O-] | 4%[172 µM] | 24 | -5%[88.5 µM] | ? | 3%[87.6 µM] | 0%[172 µM] | -28%[87.6 µM]
Cc1cccc(OC[C@H]2C[C@@H](NCc3c(C)noc3C)[C@H](O)[C@@H]2O)n1 | -16%[172 µM] | -4 | ? | -27%[138 µM] | 2%[87.6 µM] | -19%[172 µM] | 8%[87.6 µM]
COc1ncc(-c2ccc3ncn(C4CC4)c(=O)c3n2)cn1 | ? | 3 | -2%[88.5 µM] | ? | -3%[87.6 µM] | i | 46%[activator][87.6 µM]
CC(C)NC[C@H](O)COc1ccc(CC(N)=O)cc1 | · | · | i | · | -8% | · | 3%
Cc1ccc(C)c(OCc2nc3ccccc3n2C)c1 | · | 0 | · | · | 8% | · | 158%[activator]
Cn1ncc2c(C(=O)N3CCCC3)cc(-c3ccc(C(F)(F)F)cc3)nc21 | · | -9 | · | ? | · | ? | ·
CNC(=O)[C@@H]1CN(C(=O)NCc2ccccc2)C[C@H]1c1nc(C)no1 | -2% | 6 | i | i | 3% | i | -24%
CC(C)c1ccc(CC(=O)N2CCCc3ncc(C(=O)NCc4cccc(Cl)c4)cc32)cc1 | -4% | 11 | -12% | ? | -3% | ? | -23%
COc1cccc(CC(=O)NCCC2CCN(C(=O)Nc3ccccc3C)CC2)c1 | -1% | -4 | 3% | 3% | -1% | -2% | 6%
CCc1ccccc1NC(=O)c1nc(-c2ccncc2)no1 | · | 8 | · | · | 20% | · | 10%
CNC(=O)NC[C@H]1CCN(Cc2ccccc2C#N)C[C@H]1N(C)C | 7% | 21 | i | -5% | 2%[12.5 µM] | 0% | 38%[activator]
CC1CCCN(C(=O)CN2CCCc3nc(-c4ccccc4)ncc3C2=O)C1 (configuration not stated) | 3% | 3 | 4% | -19% | -14% | 79µM* | 6%
CC(=O)Nc1ccccc1-c1nc2ccccc2n(CC(=O)c2ccc(Br)cc2)c1=O | · | -2 | · | · | -6% | · | -2%
O=C(Cn1cc(C(=O)C2CCCCC2)c2ccccc21)Nc1ccccc1Cl | · | -8 | · | · | -11% | · | 4%
O=[S+]([O-])(c1ccccc1)N1CCN(c2nccc(Nc3ccccc3Cl)n2)CC1 | · | 18 | i | 28µM* | -2% | ? | ?
O=C(Nc1ccc(N2CCOCC2)cc1)C1CN(S(=O)(=O)C2CC2)CC12CCCCC2 (configuration not stated) | -2% | 4 | i | -12% | 2% | -15% | 4%
COc1ccc(C)cc1NC(=O)CC1NCCNC1=O (configuration not stated) | · | -9 | · | · | ? | · | ?
COCCc1noc([C@@H]2CN(Cc3ccoc3)C[C@H]2CO)n1 | 1% | 8 | -11% | -1% | 3% | i | 11%
O=C(c1cccc(Cl)c1)N1CCCC(C(=O)N2CCCC(c3nc4ccncc4[nH]3)C2)C1 (configuration not stated) | · | -6 | 4% | -15% | 7% | -2% | -21%
CC(=O)N[C@@H]1CCC[C@@H](C(=O)NCc2cc(C)on2)CC(=O)N(C)C1 | 5%[172 µM] | 2 | i | -2%[138 µM] | 3%[87.6 µM] | i | -1%[87.6 µM]
CCOc1ccccc1NC(=O)Nc1ccccc1OCc1cc(=O)n2ccccc2n1 | · | 4 | · | · | 7% | · | 26%
O=C(Nc1ccncc1)C1=NO[C@@H]2CN(CCc3ccccc3)C[C@H]12 | -25%[172 µM] | 21 | i | ? | 4%[87.6 µM] | ? | -4%[87.6 µM]
CN1C(=O)CCC2(CNC(=O)Nc3ccc4c(c3)OCCO4)CCC=C12 (configuration not stated) | -3% | -6 | ? | -15% | 8% | -14% | 15%
Cc1ccc(C(=O)c2sc(Nc3ccc(F)cc3)c(C#N)c2N)cc1 | · | 36 | · | · | 11% | · | -2%
CCN1CCC2(Cc3ccccc3CN(C(=O)Cc3ccccc3)C2)C1 (configuration not stated) | · | -7 | 2% | -18% | 8% | ? | -19%
COc1ccc(C(=O)N2CCC(Cc3nc(-c4ccc(F)cc4)no3)CC2)cc1F | -11% | -2 | ? | ? | -14% | ? | ?
CCNC(=O)c1cccnc1OC1CCN(C(=O)CC)C1 (configuration not stated) | -1% | 23 | i | i | 11% | -1% | 20%
O=C(c1cocn1)N1CCNc2cnc(Nc3cccc(C(F)(F)F)c3)nc2C1 | 6%[172 µM] | 6 | i | ? | -15%[87.6 µM] | 71µM* | -10%[87.6 µM]
COC(=O)c1c(-c2ccc(Cl)cc2)noc1N1CCN(c2cccc(C(F)(F)F)c2)CC1 | · | 5 | · | · | 1% | · | 49%[activator]
COc1ccc(-c2cc(N3CCC(NC(=O)c4ccc(F)cc4Cl)C3)n[nH]2)cc1 (configuration not stated) | ? | 14 | ? | ? | -19% | ? | 11%
Cc1ccc2c(CC(=O)Nc3ccc(S(=O)(=O)N4CCC(C)CC4)cc3)coc2c1 | · | -6 | · | · | 0% | · | -9%
CCc1cc2c(cc3c(=O)n(CC(=O)N4CCCCC4)nc(CC)n32)s1 | · | -2 | · | · | -12% | · | 5%
COC(=O)[C@@H]1Cc2ncn(C(C)C)c2CN1S(=O)(=O)Cc1ccccc1 | -2%[172 µM] | 0 | ? | -7%[174 µM] | ? | 3%[172 µM] | -1%[87.6 µM]
Cc1ccc(C)c(C(=O)N2C[C@@H](F)C[C@H]2C(=O)N2CCCCC2)c1 | -14% | -10 | 3% | -39% | -13% | -30% | -11%
CC(C)C[C@H](NC(=O)[C@@H]1C[C@@H](n2nnc(C(N)=O)c2C(N)=O)CCN1C(=O)c1cnccn1)C(N)=O | -4% | -5 | -4% | 3% | 1% | -5% | -24%
COc1ccc(-c2nc(C3CC3)nc3c2CCN(C(=O)c2ccccc2OC)CC3)cc1 | · | 6 | i | -38% | -13% | ? | -18%
COc1ccccc1NC(=O)C1=C(C)Nc2ncnn2C1c1sccc1C (configuration not stated) | · | -1 | · | · | -1% | · | 11%
COc1ccc(CNC(=O)CCS(=O)(=O)c2ccc3c(c2)oc(=O)n3C)cc1 | · | -10 | · | · | -5% | · | 8%
O=C(Nc1ccc(Cl)cc1)N1CCCC1C(=O)N1CCCC1c1nc2ccncc2[nH]1 (configuration not stated) | · | 0 | i | -25% | -8% | -3% | 1%
Cc1ccccc1CNC(=O)C(=O)NCC(c1ccco1)S(=O)(=O)c1cccs1 (configuration not stated) | · | -2 | · | · | 0% | · | 32%[activator]
Cc1cccc(CN2CCN(C(=O)c3cnc4ccccn4c3=O)CC2=O)c1 | -1% | -4 | i | -7% | -1% | 0% | ?
OC1(Cn2ccnc2)CCN(c2nccc(-c3cccnc3)n2)CC1 | -4% | 14 | 5% | ? | -24% | -11% | 1%
Cc1cc(C)c([S+](=O)([O-])c2nnn3c2nc(N2CCOCC2)c2ccccc23)c(C)c1 | · | -6 | 1% | ? | 0% | -22% | -23%

Some of the entries above in another layout.
Under each structure: FLuc inh, IP6K1 inhibitor, GPT2 inhibitor, 3T3 cytotox, SNCA viab count, HEK cytotox, SNCA expr inh
> Cc1ccc(C)c(C(=O)N2C[C@@H](F)C[C@H]2C(=O)N2CCCCC2)c1
→ -14%, -10, 3%, -39%, -13%, -30%, -11%
> CC(C)C[C@H](NC(=O)[C@@H]1C[C@@H](n2nnc(C(N)=O)c2C(N)=O)CCN1C(=O)c1cnccn1)C(N)=O
→ -4%, -5, -4%, 3%, 1%, -5%, -24%
> COc1ccc(-c2nc(C3CC3)nc3c2CCN(C(=O)c2ccccc2OC)CC3)cc1
→ ·, 6, i, -38%, -13%, ?, -18%
> COc1ccccc1NC(=O)C1=C(C)Nc2ncnn2C1c1sccc1C (configuration not stated)
→ ·, -1, ·, ·, -1%, ·, 11%
> COc1ccc(CNC(=O)CCS(=O)(=O)c2ccc3c(c2)oc(=O)n3C)cc1
→ ·, -10, ·, ·, -5%, ·, 8%
> O=C(Nc1ccc(Cl)cc1)N1CCCC1C(=O)N1CCCC1c1nc2ccncc2[nH]1 (configuration not stated)
→ ·, 0, i, -25%, -8%, -3%, 1%
> Cc1ccccc1CNC(=O)C(=O)NCC(c1ccco1)S(=O)(=O)c1cccs1 (configuration not stated)
→ ·, -2, ·, ·, 0%, ·, 32%[activator]
> Cc1cccc(CN2CCN(C(=O)c3cnc4ccccn4c3=O)CC2=O)c1
→ -1%, -4, i, -7%, -1%, 0%, ?
> OC1(Cn2ccnc2)CCN(c2nccc(-c3cccnc3)n2)CC1
→ -4%, 14, 5%, ?, -24%, -11%, 1%
> Cc1cc(C)c([S+](=O)([O-])c2nnn3c2nc(N2CCOCC2)c2ccccc23)c(C)c1
→ ·, -6, 1%, ?, 0%, -22%, -23%

Going on with the list.
SMILES | FLuc inh | IP6K1 inhibitor | GPT2 inhibitor | 3T3 cytotox | SNCA viab count | HEK cytotox | SNCA expr inh
COc1ccc(-c2cc(N3CCCN(C(=O)c4nn(C)c5ccccc45)CC3)n[nH]2)cc1 | -10% | 4 | ? | ? | 2% | ? | -6%
CC(C)(C)CC(=O)Nc1nc2c(s1)C[C@@H]1[C@](C)(CO)[C@H](O)CC[C@@]1(C)[C@@H]2CC(=O)O | 1%[172 µM] | -12 | i | -28%[174 µM] | 7%[87.6 µM] | -3%[172 µM] | -29%[87.6 µM]
COc1cc(OC)c(NC(=O)CCS(=O)(=O)c2ccc3c(c2)oc(=O)n3C)cc1Cl | · | 22 | · | · | -9% | · | ?
CCc1nc2c(c(-c3ccc(Cl)cc3)n1)CN(Cc1ccc(F)cc1)CC2 | -3% | -11 | i | 22µM* | ? | 45µM* | ?
